# PLCb3 inh = human PLC-beta3 inhibitors, primary screen, biochemical, fluorescence. 1-phosphatidylinositol 4,5-bisphosphate phosphodiesterase beta-3 (Homo sapiens), Q01970. Purified PLC-beta3, fluorogenic substrate. inhibition, % at 12.2 µM. 0.18% of 370,000 active. AID 720704, 2013; in the data active means inhibition above about 11%;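 further: 0% = median of compound wells on plate and 100% = full blocker control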
# Target sequence (Q01970 whole entry, looked up): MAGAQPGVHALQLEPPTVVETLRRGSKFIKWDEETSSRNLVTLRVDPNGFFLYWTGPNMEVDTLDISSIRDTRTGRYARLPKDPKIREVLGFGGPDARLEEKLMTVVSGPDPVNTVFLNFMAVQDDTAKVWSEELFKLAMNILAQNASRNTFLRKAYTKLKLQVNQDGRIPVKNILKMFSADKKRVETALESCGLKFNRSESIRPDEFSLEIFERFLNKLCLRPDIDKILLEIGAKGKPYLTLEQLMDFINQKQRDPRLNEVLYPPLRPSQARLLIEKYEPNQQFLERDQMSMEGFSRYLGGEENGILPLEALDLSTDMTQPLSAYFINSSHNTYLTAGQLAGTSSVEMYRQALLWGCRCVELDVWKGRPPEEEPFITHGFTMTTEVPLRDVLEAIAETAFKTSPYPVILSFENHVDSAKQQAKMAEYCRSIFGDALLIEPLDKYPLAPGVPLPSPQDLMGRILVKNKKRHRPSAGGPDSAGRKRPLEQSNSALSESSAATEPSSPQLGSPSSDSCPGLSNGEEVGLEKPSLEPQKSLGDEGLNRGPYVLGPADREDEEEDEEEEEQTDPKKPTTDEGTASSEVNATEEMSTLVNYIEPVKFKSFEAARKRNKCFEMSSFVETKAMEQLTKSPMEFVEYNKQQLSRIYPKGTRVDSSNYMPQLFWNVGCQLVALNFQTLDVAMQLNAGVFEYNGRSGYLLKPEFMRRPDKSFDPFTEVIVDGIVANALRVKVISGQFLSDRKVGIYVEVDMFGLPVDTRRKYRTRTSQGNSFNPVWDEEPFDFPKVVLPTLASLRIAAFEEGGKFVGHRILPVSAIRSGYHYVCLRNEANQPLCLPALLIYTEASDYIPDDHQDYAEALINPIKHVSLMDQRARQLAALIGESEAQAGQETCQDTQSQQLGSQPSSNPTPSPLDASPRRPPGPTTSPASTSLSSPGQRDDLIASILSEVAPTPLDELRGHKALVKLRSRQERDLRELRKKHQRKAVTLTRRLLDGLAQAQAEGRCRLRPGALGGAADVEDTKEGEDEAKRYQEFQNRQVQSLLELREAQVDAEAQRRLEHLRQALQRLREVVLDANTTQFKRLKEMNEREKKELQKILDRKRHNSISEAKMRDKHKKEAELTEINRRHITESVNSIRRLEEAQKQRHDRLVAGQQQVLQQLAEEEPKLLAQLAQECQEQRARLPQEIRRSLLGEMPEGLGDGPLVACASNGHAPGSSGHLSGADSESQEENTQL
# hcDAF12 agonist = H. contortus DAF-12 nuclear receptor activators, primary screen, cell-based, luminescence, HEK293, lit1-tk-luc reporter; HEK293 hcDAF-12 lit1-tk-luc reporter; 0% DMSO, 100% Δ7-dafachronic acid; activation, % at 6.8 µM; 1.4% of 370,000 active;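 active means activation above the mean of all tested compounds plus 3 SD, cut at about 5.5% in these data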;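 further: 100% = response to 3 µM Δ7-dafachronic acid high control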
# ssDAF12 agonist = S. stercoralis DAF-12 nuclear receptor activators, primary screen, cell-based, luminescence, HEK293, GRIP1 co-expression, lit1-tk-luc. HEK293 ssDAF-12/GRIP1 lit1-tk-luc reporter; % of 3 µM dafachronic acid response. activation, % at 6.8 µM. 1% of 370,000 active. AID 652126, 2013;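 active means activation above the mean over all tested compounds plus 3 SD, cut at about 0.9% in these data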;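 further: 0% = DMSO-only wells and 100% = 3 µM delta7-dafachronic acid wells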
# FXN GAA850 act = FXN promoter activators, primary screen, cell-based, luciferase luminescence, HEK293 lucGAA850. activation, % at 6 µM. HEK293 lucGAA850 FXN promoter luciferase reporter, 24 h; percent of 10 µM SAHA response. AID 540364, 2011. 0.56% of 360,000 active;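 active means activation above the average of all compounds screened plus 3 SD, cutoff fixed separately per campaign, cut at about 7.5% in these data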;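 further: 0% = DMSO wells and 100% = 10 µM SAHA wells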
# SMARCA2 act = SMARCA2 (BRM) function activators, primary screen, cell-based, luminescence, high throughput. MG213 cells, MMTV-luciferase reporter, dexamethasone, overnight. activation, % at 9.1 µM. 1% of 370,000 active; in the data active means activation above about 7.8%;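 further: 0% = vehicle wells and 100% = reference activator wells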
# PG9 Ab binder = binders of HIV-1 gp120 antibody PG9, primary screen, biochemical, TR-FRET. inhibition, % at 6.7 µM. 0.43% of 360,000 active. TR-FRET gp120-PG9 antibody binding. HIV-1 gp120 / PG9 antibody interaction; in the data active means inhibition above about 8.5%
# hgDAF-12 ag = H. glycines DAF-12 receptor agonists, primary screen, cell-based, luminescence, HEK293, GAL4 fusion, UAS-luciferase; Nuclear hormone receptor DAF-12 (Heterodera glycines), GAL4 fusion; 1.8% of 370,000 active; AID 687014, 2013; HEK293 GAL4-hgDAF12 UAS-luciferase reporter, agonist luminescence; normalized to butyrate control; activation, % at 6.8 µM;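 active means activation above a cutoff set at the mean of all screened compounds plus 3 SD, cut at about 10% in these data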;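 further: 0% = DMSO wells and 100% = sodium butyrate wells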
# DAX1 inh-1 = DAX1 (NR0B1) inhibitors on StAR promoter, primary screen, cell-based, luminescence, SF-1 (NR5A1), full-length DAX-1; 1.1% of 370,000 active; HEK293T StAR-luciferase reporter, SF-1/DAX-1 repression relief; AID 652010, 2013; inhibition, % at 6.8 µM;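 active means inhibition above the mean over all tested compounds plus 3 SD, cut at about 3.6% in these data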;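 further: 0% = DAX-1 cells with DMSO and 100% = cells lacking DAX-1 with DMSO; higher inhibition means more luminescence from relief of DAX-1 repression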
# DAX1 inh-2 = DAX1 (NR0B1) inhibitors, primary screen, cell-based, HEK293, Gal4-DAX1, luciferase luminescence; AID 504766, 2011; Nuclear receptor subfamily 0 group B member 1 (Homo sapiens), P51843; inhibition, % at 6.75 µM; 0.99% of 340,000 active; HEK293 Gal4-DAX1 luciferase reporter;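 active means inhibition above the mean over all tested compounds plus 3 SD, cut at about 4.2% in these data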;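 further: 0% = DAX1-transfected cells with DMSO and 100% = empty-vector control cells with DMSO; inhibition shows as a rise in luminescence from relieved DAX1 repression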
# sPLA2-III inh = human group III sPLA2 inhibitors, primary screen, biochemical, QFRET, BODIPY PC-A2 liposome substrate. Group 3 secretory phospholipase A2 (Homo sapiens), Q9NZ20. QFRET BODIPY PC-A2 liposome hydrolysis, fluorescence. AID 743126, 2013. 0.56% of 370,000 active. inhibition, % at 12.2 µM;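 active means inhibition above mean plus 3 SD of compounds lying within the high and low control bounds, cut at about 19% in these data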;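 further: 0% = median of test compound wells and 100% = no enzyme DMSO wells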
# NR1D1 modulator = modulators of Rev-erb alpha DNA binding, primary screen, biochemical, FITC-DNA, fluorescence polarization, uHTS. activity, % at 10 µM. Rev-erbα–FITC-DNA binding, 90 min. Nuclear receptor subfamily 1 group D member 1 (Homo sapiens), P20393. AID 1259318, 2017. 0.79% of 370,000 active;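 active means activity above about 14%, limit read from the data; passing the limit was not always enough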;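 further: 0% = DMSO wells with 35 nM protein and 100% = DMSO wells with 750 nM protein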
# The depositor's hits bear a star; nt = no result given.
SMILES,PLCb3 inh,hcDAF12 agonist,ssDAF12 agonist,FXN GAA850 act,SMARCA2 act,PG9 Ab binder,hgDAF-12 ag,DAX1 inh-1,DAX1 inh-2,sPLA2-III inh,NR1D1 modulator
Fc1cccc(Oc2nc3ccccc3n3cccc23)c1,-19.8,0.7,-1.1,1.3,0.7,-0.7,2.0,-0.7,0.5,3.3,3.7
COc1ccc(NC(=O)CCNS(=O)(=O)c2cccc(C(C)=O)c2)cc1S(N)(=O)=O,-8.6,0.0,-0.6,1.2,1.4,1.2,0.5,-0.2,0.1,15.3,1.2
Cc1cc(C)cc(NC(=O)c2ccc(S(=O)(=O)N(C)CC3CCCO3)cc2)c1 (stereo not drawn),-6.4,-2.2,-1.3,-1.1,-0.5,-2.1,-2.6,-1.2,0.3,-6.2,4.9
CC(C)CNC(=O)c1c2c(nc3ccccc13)-c1ccccc1CC2,1.1,-0.2,-1.5,0.7,-2.4,-2.0,-0.5,0.0,0.6,1.8,8.4
CCO/C=C1\C(=O)N(c2ccc(OCC)cc2)C(=O)c2ccccc21,-53.6,-0.5,-1.3,0.9,-2.3,-0.6,-1.1,0.6,-0.6,-2.9,-1.5
O=C(Nc1ccc(N2CCN(C(=O)c3cccs3)CC2)cc1)c1ccccc1F,0.9,-0.3,-1.2,-3.1,-1.9,0.8,2.3,-0.8,-0.4,1.6,-2.9
Clc1ccc(N2CCCCCC2)nn1,-0.1,-0.9,-0.9,3.1,-4.7,2.1,0.7,0.0,0.8,-0.4,-1.1
O=C(CCc1ccccc1)Nc1ncc2c(n1)CCCC2=O,-1.8,-1.0,-1.1,-1.4,-1.8,0.6,1.4,-0.3,1.7,0.7,5.2
c1ccc(C2=Nc3c(ccc4ccccc34)C(c3ccncc3)=NN2)cc1,-2.9,2.4,-0.3,-0.9,-3.1,0.6,-0.2,0.6,0.0,3.8,-8.1
O=C(CSC1=NNC(c2ccccn2)S1)Nc1cccc(Cl)c1 (stereo not drawn),-11.2,0.6,-1.3,2.5,1.2,-1.5,3.9,0.1,nt,-0.9,5.4
Cn1c(N)c(C(=O)COC(=O)COc2cc(Cl)c(Cl)cc2Cl)c(=O)n(C)c1=O,1.4,1.2,-1.4,1.2,-0.1,1.7,4.3,0.3,-0.2,0.9,-2.0
CN(C(=O)c1cccn(Cc2ccccc2)c1=O)c1ccccc1,2.6,-0.7,-1.4,0.4,-3.3,-4.7,-1.4,0.0,-0.3,2.6,5.0
COc1ccc(-c2cc(C3CCN(CC(O)C(F)(F)F)CC3)[nH]n2)cc1 (stereo not drawn),-6.1,2.5,-0.9,4.7,-4.3,-0.2,0.1,0.5,2.1,-18.8,4.5
CN(C)S(=O)(=O)c1ccccc1C#N,2.2,-2.2,-1.0,-0.9,-1.7,0.0,1.1,0.3,0.6,5.3,-4.3
Cc1[nH]n(-c2ccccc2)c(=O)c1C=Nc1ccc(S(=O)(=O)N(C)C)cc1,4.3,2.6,-0.8,0.2,1.5,-0.3,-0.4,-0.6,0.6,7.8,-4.5

# Sorted by SMILES length (high to low): 3 of the compounds above.
SMILES,PLCb3 inh,hcDAF12 agonist,ssDAF12 agonist,FXN GAA850 act,SMARCA2 act,PG9 Ab binder,hgDAF-12 ag,DAX1 inh-1,DAX1 inh-2,sPLA2-III inh,NR1D1 modulator
c1ccc(C2=Nc3c(ccc4ccccc34)C(c3ccncc3)=NN2)cc1,-2.9,2.4,-0.3,-0.9,-3.1,0.6,-0.2,0.6,0.0,3.8,-8.1
CC(C)CNC(=O)c1c2c(nc3ccccc13)-c1ccccc1CC2,1.1,-0.2,-1.5,0.7,-2.4,-2.0,-0.5,0.0,0.6,1.8,8.4
Fc1cccc(Oc2nc3ccccc3n3cccc23)c1,-19.8,0.7,-1.1,1.3,0.7,-0.7,2.0,-0.7,0.5,3.3,3.7

# Next records.
SMILES,PLCb3 inh,hcDAF12 agonist,ssDAF12 agonist,FXN GAA850 act,SMARCA2 act,PG9 Ab binder,hgDAF-12 ag,DAX1 inh-1,DAX1 inh-2,sPLA2-III inh,NR1D1 modulator
O=C(NCC1CCCO1)c1cccc(S(=O)(=O)NCc2ccccc2)c1 (stereo not drawn),-8.4,-1.2,-1.1,-0.6,-5.0,0.2,-2.7,0.0,0.1,14.8,-6.1
Cc1ccc(C(=O)N2CCN(c3cccc(C)c3C)CC2)o1,-6.4,-2.1,-1.6,-0.3,-2.5,-0.7,-3.5,-0.3,-0.9,6.3,2.2
O=C(NCc1ccccc1F)c1cc(=O)[nH]c2ccccc12,-39.3,0.0,-0.3,3.1,-3.7,2.8,-1.0,0.2,-0.1,6.6,2.5
O=C1C(=O)N(Cc2cccnc2)C(c2ccc(Br)cc2)/C1=C(\O)c1ccc2c(c1)OCCO2 (stereo not drawn),-9.7,-0.4,-1.2,-0.6,-2.9,20.6*,1.5,0.2,0.0,6.2,-1.2
Cc1nn(Cc2ccc(C(=O)N3CCCC3)o2)c(C)c1[N+](=O)[O-],-2.0,-0.7,-1.1,0.0,0.0,-3.0,-2.6,0.3,0.8,7.5,1.7
O=C(Nc1ccc(Oc2ccc3ccccc3c2)cc1)c1ccco1,0.2,-1.6,-1.4,0.0,-5.8,-2.4,-2.6,-1.4,-1.8,-4.8,4.8
C[C@H](CO)N1C[C@H](C)[C@@H](CN(C)Cc2cccc(C(F)(F)F)c2)OCc2cnnn2CCCC1=O,6.4,-1.3,-1.4,0.6,-1.4,-1.1,-0.8,0.7,-0.1,-0.4,-3.0
Nc1sc2c(c1C(=O)NC1CC1)CCCC2,-74.4,-1.0,-1.8,1.9,6.0,-3.2,1.9,-0.9,0.2,-5.7,-2.7
CSc1ccccc1NC(=O)COc1ccccc1Cl,-0.1,2.6,-0.7,2.5,1.0,0.5,3.5,0.6,0.7,-6.8,4.3
Cc1ccc(NC(=O)c2cc3ccccc3o2)cc1,-5.2,10.5*,3.0*,3.9,8.4*,-3.0,15.2*,2.9,3.0,-1.3,-6.2
COc1cc(NC(=S)N2CCc3ccccc3C2)cc(OC)c1,-4.5,-1.1,-1.1,3.2,0.2,-0.8,-1.6,0.3,-1.0,4.9,-0.6
CCCn1c(=O)c2ccccc2n2c(SCC(=O)Nc3cc(C)on3)nnc12,0.3,-1.6,-1.0,-1.8,-2.6,1.4,-2.0,-0.7,0.6,1.2,-7.1
Cc1cc(C)cc(NC(=O)CSc2nc(=O)n(CCCN3CCOCC3)c3c2CCCC3)c1,-4.8,-0.6,-1.1,0.4,-1.9,-0.7,-1.6,-2.8,-0.7,-6.6,4.5
CC1CN(S(=O)(=O)c2cccc3nsnc23)CC(C)O1 (stereo not drawn),4.2,1.2,-1.8,-2.7,-2.6,-1.0,0.5,0.1,0.6,3.8,2.1
O=C(NCCCCc1ccccc1)C1CC(c2cccc(F)c2)=NO1 (stereo not drawn),0.0,0.5,-1.0,1.3,-0.6,-0.3,-1.4,-0.1,-0.3,-8.0,0.5
CCCCOc1ccc(NC(=O)c2cnc(C)cn2)cc1,3.1,-1.6,-0.8,0.7,2.4,0.9,1.7,-0.7,-1.3,4.5,-1.1
CS(=O)(=O)N1CCC(C(=O)N2CCN(c3ccc(F)cc3)CC2)CC1,-5.1,-1.3,-1.4,-1.1,-2.3,-0.4,-0.7,0.1,0.3,0.0,0.1
CCc1nc2ccc(C(=O)NCCCn3ccnc3)cn2c1N(C)C(=O)c1cccc(OC)c1,0.7,1.0,-0.8,4.2,-1.2,1.2,0.3,-0.6,nt,9.9,-0.6
CCN1C(=O)c2cccc3c(NC(=O)C4CCCCC4)ccc1c23,-36.3,-0.8,-1.6,-1.4,0.7,-7.1,-1.2,-2.2,0.9,3.4,-2.9
C[C@H]1C2CC(OC(=O)Nc3ccc(C#N)cc3)C(C2)[C@H]2CCCCN21 (stereo partly drawn),-3.8,-1.1,-0.5,nt,-1.6,nt,0.5,-0.5,nt,-3.0,8.4
COc1ccc(CC(=S)NCCc2ccccc2)cc1,-10.3,0.2,-1.3,0.6,-1.7,1.9,-3.7,0.1,2.2,14.2,3.4
CN1CCN(C(=O)/C(=C/c2ccccc2Cl)NC(=O)c2ccccc2)CC1,-9.6,2.8,0.8,-0.7,-2.7,0.5,1.4,0.2,1.3,8.5,7.4
CCN1CCN(CCCN(Cc2cccs2)C(=S)Nc2ccccc2C)CC1,-2.4,1.9,-1.4,-0.1,-3.1,1.0,-0.7,1.0,0.2,3.8,0.1
Cc1ccc2nc(SCc3nnc(-c4cccs4)o3)[nH]c2c1,-1.4,-1.5,-0.7,1.3,-1.4,-1.3,-0.2,-0.8,-0.5,2.5,-0.5
COC1(OC)N=C(N)C2(C#N)C(c3ccc4c(c3)OCO4)C12C#N (stereo not drawn),-92.1,-0.6,-1.0,-1.1,1.5,-2.6,1.5,1.1,1.4,2.7,3.3
O=Cc1ccc(-c2ccc(C(=O)O)cc2)o1,-34.2,-0.9,-0.4,1.6,-1.6,1.0,0.6,1.0,4.0,9.6,-6.1
CCC(C)(C)NC(=O)CN(C(=O)CCC(=O)Nc1ccccn1)c1ccc(F)c(Cl)c1,-0.5,-1.0,-1.6,-2.4,-1.9,-1.3,-0.4,-0.7,-0.2,-3.4,2.2
O=C(O)Cn1c(-c2ccccc2)nc2ccccc21,-0.9,-0.1,-0.5,-0.4,2.0,-0.2,0.4,0.2,-1.0,7.3,-2.5
COc1cccc(CN(C)C(=O)c2ccccc2Sc2ccccc2C#N)c1OC,-3.3,0.4,-1.1,1.1,-3.0,-2.7,0.4,-0.3,0.5,-3.9,-0.6
Nc1ccc(C(=O)OCC(=O)Nc2ccc3c(c2)OCO3)cc1[N+](=O)[O-],0.4,3.1,0.9,2.5,3.9,-0.9,-1.8,0.6,0.9,-0.6,1.1

# Another view of 3 compounds above.
SMILES	PLCb3 inh	hcDAF12 agonist	ssDAF12 agonist	FXN GAA850 act	SMARCA2 act	PG9 Ab binder	hgDAF-12 ag	DAX1 inh-1	DAX1 inh-2	sPLA2-III inh	NR1D1 modulator
Cc1ccc2nc(SCc3nnc(-c4cccs4)o3)[nH]c2c1	-1.4	-1.5	-0.7	1.3	-1.4	-1.3	-0.2	-0.8	-0.5	2.5	-0.5
COC1(OC)N=C(N)C2(C#N)C(c3ccc4c(c3)OCO4)C12C#N (stereo not drawn)	-92.1	-0.6	-1.0	-1.1	1.5	-2.6	1.5	1.1	1.4	2.7	3.3
O=Cc1ccc(-c2ccc(C(=O)O)cc2)o1	-34.2	-0.9	-0.4	1.6	-1.6	1.0	0.6	1.0	4.0	9.6	-6.1

# Bioassay records deposited in PubChem BioAssay by several laboratories.
